ABHD4 inh: inhibits mouse alpha/beta hydrolase domain 4; purified mABHD4, FP-Rh probe fluorescence polarization; inhibition, % at 8.92 µM; Q8VD66; actives 0.54% (n = 370,000);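 active = inhibition exceeding the mean over every tested compound plus 3 SD, cut at about 30% in these data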;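 also: 0% = plate median of compound wells and 100% = S159A mutant with DMSO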
Target sequence (Q8VD66 whole entry, looked up, the tested form may be a part): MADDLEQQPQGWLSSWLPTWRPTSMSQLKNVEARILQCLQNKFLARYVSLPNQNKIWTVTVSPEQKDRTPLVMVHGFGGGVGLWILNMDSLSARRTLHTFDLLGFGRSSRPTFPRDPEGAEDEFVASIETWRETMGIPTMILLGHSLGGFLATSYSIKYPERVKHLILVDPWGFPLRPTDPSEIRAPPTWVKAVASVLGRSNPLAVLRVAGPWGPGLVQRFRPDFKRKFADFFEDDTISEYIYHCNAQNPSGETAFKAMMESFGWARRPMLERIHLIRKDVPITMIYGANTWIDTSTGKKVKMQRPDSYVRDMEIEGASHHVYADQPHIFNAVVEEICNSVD
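Material: mouse ABHD4 enzyme, wild type; Benchmarks: S159A mutant high control, sample median low control; Buffer or medium: HEPES pH 7.0, NaCl, Pluronic buffer; Signal: fluorescence polarization; Read-out: percent inhibition of probe binding, normalized to plate controls; Timing: pre-incubation 45 min, probe exposure 60 min, at 25 °C; Dosing: 8.92 µM, single dose.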
MBD2 inh: blocks human MBD2 binding to methylated DNA; TR-FRET, MBD2 binding to methylated oligonucleotide; Q9UBB5; actives 0.31% (n = 370,000); inhibition, % at 4.4 µM; in the data active = inhibition above about 13%
TCR-CD3 inh: inhibitors of human TCR-CD3 interaction | TAMRA-labeled TCR probe fluorescence, biochemical | inhibition, % at 9.4 µM | actives 0.37% (n = 360,000) | AID 651800; in the data active = inhibition above about 19%;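 also: recombinant mutant TCR 2C K166C tagged with TAMRA read by polarization; 0% = receptor in buffer alone and 100% = receptor with positive control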
rCAG binder: binds r(CAG) RNA repeats | r(CAG) RNA repeat, TO-PRO-1 dye displacement fluorescence | inhibition, % at 3 µM | actives 1.3% (n = 370,000);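 active = inhibition above the plate cutoff, the mean of all test compounds on that plate plus 3 SD, cut at about 35% in these data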;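 also: 0% = DMSO alone and 100% = 100 µM mitoxantrone as full dye displacement; higher means more dye released from RNA so lower well fluorescence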
SIAE primary: inhibitors of human sialic acid acetylesterase SIAE; Q9HAT2; SIAE FP-Rh probe binding, fluorescence polarization; actives 0.69% (n = 370,000); inhibition, % at 9.66 µM;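 active = inhibition above a cutoff: mean of compounds within the control limits plus 3 SD of those, cut at about 17% in these data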;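 also: 0% = plate median of compound wells and 100% = probe without SIAE protein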
Target sequence (Q9HAT2 whole entry, looked up): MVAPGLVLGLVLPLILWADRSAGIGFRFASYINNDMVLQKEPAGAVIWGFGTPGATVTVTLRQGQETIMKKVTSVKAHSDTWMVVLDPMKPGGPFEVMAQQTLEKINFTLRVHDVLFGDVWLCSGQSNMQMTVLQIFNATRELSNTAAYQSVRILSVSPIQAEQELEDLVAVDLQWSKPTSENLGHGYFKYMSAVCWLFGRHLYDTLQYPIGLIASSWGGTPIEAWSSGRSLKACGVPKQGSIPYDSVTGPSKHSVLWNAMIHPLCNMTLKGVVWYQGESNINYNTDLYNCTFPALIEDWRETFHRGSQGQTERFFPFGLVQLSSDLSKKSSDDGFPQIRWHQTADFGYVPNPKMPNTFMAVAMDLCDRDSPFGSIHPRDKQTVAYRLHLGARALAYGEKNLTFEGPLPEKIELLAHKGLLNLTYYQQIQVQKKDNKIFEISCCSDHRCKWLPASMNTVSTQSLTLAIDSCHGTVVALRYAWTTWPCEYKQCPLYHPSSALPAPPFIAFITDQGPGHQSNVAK
TDP2 absorb: blocks human TDP2 phosphodiesterase activity; AID 720702; recombinant TDP2, T5PNP hydrolysis, p-nitrophenol absorbance 415 nm; actives 0.34% (n = 370,000); O95551; inhibition, % at 12.8 µM;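 active = inhibition above the mean of all tested compounds plus 3 SD, set per campaign, cut at about 25% in these data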;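 also: 0% = DMSO with enzyme and 100% = buffer with substrate but no TDP2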
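Assay system: Recombinant human TDP2 | Quantity: 120 nM TDP2 per well | Incubation: 2 h at 37 °C | Signal: Epi absorbance | Evaluation: Percent inhibition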
PRMT1 FP inh: PRMT1 (human) inhibition, primary screen | recombinant PRMT1, activity-based probe fluorescence polarization | AID 652257 | Q99873 | inhibition, % at 2.79 µM | actives 1.3% (n = 370,000);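 active = inhibition above about 21% made by adding two undisclosed values, limit read from the data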
LEDGF integ inh: blocks HIV-1 LEDGF/p75-dependent DNA integration | TR-FRET IN-LEDGF/p75 DNA integration, Eu/Cy5 | inhibition, % at 3.7 µM | actives 0.64% (n = 370,000) | AID 743269;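 active = inhibition above the screen-wide mean plus 3 SD, cut at about 13% in these data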;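 also: signal is the Cy5 over europium emission ratio at 671 and 618 nm; 0% = plate median of compound wells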
GC-B act: GC-B (human) receptor activation; HEK293-GC-B cells, CNP EC30, cGMP TR-FRET; 0% at EC30 CNP, 100% saturating CNP; actives 0.11% (n = 370,000); activation, % at 10 µM; P20594;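 active = activation at 10 µM reaching about 35% in either raw or pattern-adjusted values, limit read from the data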
HTRA1 inhibitor: HTRA1 (human) protease inhibition; Q92743; recombinant HTRA1, FP-rhodamine activity-based probe, fluorescence polarization; inhibition, % at 5.96 µM; actives 0.5% (n = 340,000); AID 504803; in the data active = inhibition above about 36%;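 also: 0% = enzyme with DMSO and 100% = wells lacking enzyme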
The depositor's hits bear a star; / = not tested or not shown. Some of the compounds tested, so the mix of outcomes need not match the whole.

SMILES	ABHD4 inh	MBD2 inh	TCR-CD3 inh	rCAG binder	SIAE primary	TDP2 absorb	PRMT1 FP inh	LEDGF integ inh	GC-B act	HTRA1 inhibitor
C=CCn1c(C)csc1=Nc1ccc(C(C)=O)cc1	1.8	-2.4	-1.9	-1.9	-1.8	-0.8	-1.6	-1.7	2.0	-2.6
COc1ccc(/C=C/C(=O)N[C@@H](C)C(=O)O)cc1	6.6	0.9	-3.4	-3.6	-0.5	-1.7	0.8	-0.8	3.7	-6.5
COc1cc(/C=N/NC(=O)c2cccc(C)c2)ccc1OCC(=O)Nc1ccccc1	-10.6	-7.0	-1.3	-0.8	-11.9	-10.8	-1.1	0.7	-3.2	/
O=C(Cn1nc(C(F)(F)F)c2c1CCC2)Nc1ccccc1C(F)(F)F	2.1	6.3	0.8	-6.5	3.0	-2.0	0.3	5.3	5.0	-2.4
COCCNC(=O)c1cc2cc(Br)cc(Br)c2oc1=O	-2.8	-1.4	11.7	4.1	0.2	-8.1	-1.7	1.3	3.5	-2.4
CCOC(=O)c1c(C)[nH]c(C)c1C(=O)COC(=O)/C=C/c1ccc(OC(F)F)cc1	-16.2	0.9	9.1	1.1	-4.3	-7.2	-0.8	0.1	-1.5	-41.8
c1cnc(-c2nnc3n2CCCCC3)cn1	-1.9	7.2	-8.4	1.4	-0.2	5.7	-3.3	-0.3	1.4	4.8
O=C(NC1CCCC1)C(=O)N(Cc1cccnc1)C(C(=O)NCc1ccco1)c1ccccc1F (stereo not given)	-3.5	4.5	-1.8	-7.0	-6.0	-6.2	-1.5	4.0	1.2	5.2
CCOC(=O)C1(C)CCN1C(=O)c1cccc2ccccc12 (stereo not given)	-1.1	-3.8	-7.0	-1.8	-12.4	8.3	3.4	1.5	-3.4	/
COc1ccc(NC(=O)CSc2nc3[nH]c(=O)cc(O)c3s2)cc1OC	12.0	-4.9	4.2	18.4	8.4	0.0	6.0	3.7	1.4	4.5
O=C(NC1CCCCCC1)c1cccc(COCC(F)(F)F)c1	3.8	-1.8	9.5	-5.2	1.5	-7.3	2.6	-1.4	0.6	6.6
COC[C@@H]1NS(=O)(=O)c2ccc(Br)cc2O[C@H]1c1ccccc1	4.7	1.6	7.5	2.5	-2.8	-1.0	-2.7	-3.9	-17.4	-7.8
CCCC(=O)NCc1nc2ccccc2n1C	3.9	-4.4	4.0	-0.7	3.4	2.2	1.4	-4.7	3.6	-1.1
CC1N=C2c3ccccc3N=C(SCc3cc(=O)n4cc(Cl)ccc4n3)N2C1=O (stereo not given)	7.7	-3.2	7.4	6.9	-0.7	0.8	7.0	-0.2	6.4	-4.6
CCC/C=C/c1ccc(CN2C(C(C)C)C(=O)N(Cc3cn(CCOCOC)nn3)CCS2(=O)=O)cc1 (stereo not given)	-8.7	-3.0	-1.9	-0.1	-4.4	-17.1	-12.0	3.8	-1.2	0.9
N#Cc1cc2c(nc1SCc1cccnc1)CCCCC2	3.1	-4.7	3.0	-4.3	0.0	-15.2	-3.3	1.4	-4.5	-8.9
Cc1ccc2[nH]c(C(=O)N/N=C/c3ccccc3C(=O)O)c(-c3ccccc3)c2c1	4.8	0.0	6.0	54.8*	-3.9	8.3	2.7	1.2	3.7	-19.6
CN1CCN(c2ccc(CNC(=O)c3ccc4c(c3)OCCO4)cc2)CC1	-9.5	2.0	-2.9	-0.8	1.3	-5.9	-4.3	5.1	3.4	2.3
COc1cc2nn(-c3ccccc3N)nc2cc1OC	-4.5	3.1	4.5	0.2	-12.5	-17.9	-3.6	0.2	-4.2	2.3
C=CCc1cc(C)cc(C)c1OCCn1cncn1	-0.3	7.0	-2.8	-2.2	3.4	3.2	-0.5	0.9	1.4	0.2
S=C(NN=Cc1ccccn1)Nc1ccccn1	10.8	4.2	4.1	2.9	0.0	9.9	5.5	-0.9	5.3	-2.5
O=C(NN=Cc1ccccc1O)C(O)(c1ccccc1)c1ccccc1	1.4	-7.2	2.9	5.8	-1.4	-4.7	-0.4	-2.9	2.6	11.7
COc1ccc(Cl)cc1NC(=O)C(=O)N/N=C/c1cc(C)n(-c2ccc(C)cc2)c1C	4.2	-6.7	0.7	8.9	-8.7	-3.1	-2.7	-2.4	4.1	-17.5
C=CCOC(=O)C1=C[C@H](c2ccccc2)[C@@H](CCCO)[C@H](OCC)O1	1.2	3.7	1.4	-6.4	-4.4	3.0	1.9	1.6	-5.7	-0.7

Profiles, quoted from the list. Values in the order: ABHD4 inh	MBD2 inh	TCR-CD3 inh	rCAG binder	SIAE primary	TDP2 absorb	PRMT1 FP inh	LEDGF integ inh	GC-B act	HTRA1 inhibitor
N#Cc1cc2c(nc1SCc1cccnc1)CCCCC2 is entered as 3.1	-4.7	3.0	-4.3	0.0	-15.2	-3.3	1.4	-4.5	-8.9
S=C(NN=Cc1ccccn1)Nc1ccccn1 is entered as 10.8	4.2	4.1	2.9	0.0	9.9	5.5	-0.9	5.3	-2.5

3 compounds picked at random from those above, as already listed:
SMILES	ABHD4 inh	MBD2 inh	TCR-CD3 inh	rCAG binder	SIAE primary	TDP2 absorb	PRMT1 FP inh	LEDGF integ inh	GC-B act	HTRA1 inhibitor
COc1cc2nn(-c3ccccc3N)nc2cc1OC	-4.5	3.1	4.5	0.2	-12.5	-17.9	-3.6	0.2	-4.2	2.3
N#Cc1cc2c(nc1SCc1cccnc1)CCCCC2	3.1	-4.7	3.0	-4.3	0.0	-15.2	-3.3	1.4	-4.5	-8.9
COc1ccc(Cl)cc1NC(=O)C(=O)N/N=C/c1cc(C)n(-c2ccc(C)cc2)c1C	4.2	-6.7	0.7	8.9	-8.7	-3.1	-2.7	-2.4	4.1	-17.5

The listing continues.
SMILES	ABHD4 inh	MBD2 inh	TCR-CD3 inh	rCAG binder	SIAE primary	TDP2 absorb	PRMT1 FP inh	LEDGF integ inh	GC-B act	HTRA1 inhibitor
CCN1CCc2nc3sc(C(=O)Nc4cccnc4Cl)c(N)c3cc2C1	10.8	-8.1	-1.6	18.8	6.3	-6.4	18.5	-0.2	-1.1	16.2
Cc1[nH]c(=O)[nH]c(=O)c1NC(=O)c1cccs1	-3.0	-0.8	-3.5	-0.4	-3.0	-11.2	0.4	2.0	-0.1	0.5
CC(=O)Nc1cnc(-c2ccccc2C(F)(F)F)cn1	-0.8	6.5	-11.0	-0.1	-2.8	3.9	1.8	-1.4	0.9	/
O=C(O)/C=C\C(=O)Nc1ccc(N2CCN(c3ccc(Cl)c(Cl)c3)CC2)cc1	39.1*	-2.3	30.1*	9.4	26.6*	-0.2	7.7	1.3	-5.6	56.8*
O=C(CN1C(=O)c2cccc3cccc1c23)N1CCN(c2cccc(Cl)c2)CC1	-0.5	2.8	-1.5	0.5	2.3	-2.0	3.6	0.9	-1.7	-6.4
CC(=O)c1cccc(OCc2cc(C(=O)N3CCC(N4CCCCC4)CC3)no2)c1	-1.6	5.1	2.5	-2.6	-6.2	1.4	1.4	-2.7	1.7	-4.4
Cc1ccc(C#N)c(SCc2ccccc2[N+](=O)[O-])n1	-6.6	-0.9	6.9	1.1	9.1	-6.3	-0.9	2.1	0.1	-10.1
CCC(=O)Oc1ccc2c(C)cc(=O)oc2c1C	0.9	-0.2	4.5	1.2	1.8	3.0	0.1	-0.6	-6.4	9.9
COc1cc(/C(C)=N/NC(=O)CSc2nc3ccccc3[nH]2)ccc1O	6.1	4.4	-0.7	19.1	2.8	4.9	5.3	-4.0	-5.5	-11.6
O=C(O)CCn1c(SCc2cccc3ccccc23)nc2ccccc21	-25.3	7.1	-5.2	33.5	-10.2	-8.9	8.2	-0.2	-5.7	-20.1
CCOC(=O)c1[nH]c2ccccc2c1NC(=O)CN(C)C	-0.4	-0.7	1.6	-4.5	6.0	-6.7	-1.8	-0.2	8.6	2.5
O=C(O)c1ccc(Cn2c(=S)[nH]c3cc(Cl)ccc3c2=O)cc1	0.2	0.4	-2.7	3.8	8.8	-3.1	-2.6	7.4	6.2	1.1
c1ccc(N=Nc2ccc3cccccc2-3)cc1	29.3	-5.2	7.6	9.2	16.4	-2.2	-0.8	0.6	-11.9	52.8*
O=C(COc1ccccc1)NCC(=O)N1CCCCCC1	-1.7	3.2	-2.7	1.4	1.2	4.2	-4.7	3.7	2.9	2.0
Cc1cc(Br)c2c(c1)=C(c1sc(N3CCCCCC3)nc1O)C(=O)N=2	5.8	-5.8	-1.9	3.6	-0.8	1.9	-4.4	-1.2	1.1	6.2
C/C(=N\Nc1cc(C(F)(F)F)ccc1Cl)c1ccncc1	-11.2	4.7	0.8	-4.1	-3.6	-2.6	5.1	-2.0	-4.9	-23.5
OC(CNCc1ccccc1F)(c1ccc(F)cc1)c1ccc(F)cc1	-2.5	2.0	-8.3	-5.8	10.3	18.8	-2.2	1.4	-15.9	-22.8
COc1ccccc1NC(=O)c1nnn(Cc2ccccc2)c1NC(C)=O	5.6	-5.3	-0.6	2.3	8.4	2.4	-2.3	-2.0	1.5	3.4
CC(OC(=O)CNC(=O)C1CCCCC1)C(=O)NCc1ccccc1 (stereo not given)	7.8	3.4	-0.2	-0.9	-1.0	3.1	-0.9	1.4	-1.2	2.9
Cc1ccc(C(=O)NCCCNC(=O)c2ccco2)cn1	8.4	1.7	6.8	-1.2	5.3	8.3	0.7	-3.0	0.6	1.8
CC#CC[N+](C)(C)CCCCCCCCCCCC	10.4	0.3	12.8	3.1	1.5	0.8	2.5	-1.4	-6.1	10.5
Cc1ccc(Nc2cc(C(=O)NCCCN3CCOCC3)c3ccccc3n2)cc1C	10.3	-5.2	5.4	4.0	6.0	7.5	-4.8	-1.6	1.6	6.9
COCCNC(=O)C/C(C)=N/NC(=O)C(=O)NC1CCCCC1	-5.8	1.3	-8.0	-3.9	-0.2	-7.9	7.2	0.6	0.8	6.3
COc1cc(C(=O)Nc2nnc(C)s2)cc(OC)c1OC	1.1	2.4	-2.1	0.6	-2.6	8.3	2.8	1.2	0.2	3.2
CCNC(=O)NC(=O)C(C)OC(=O)Cc1coc2cc3c(cc12)CCC3 (stereo not given)	3.9	1.6	-6.4	-1.8	-2.7	0.7	2.1	-2.4	-2.4	10.6
CCCNC(=O)C1CCN(S(=O)(=O)c2ccc3[nH]c(=O)ccc3c2)CC1	12.3	-4.3	6.9	7.2	0.7	-3.0	2.2	-2.5	-0.9	-12.7
CCN1CCN(c2nc3sc4c(c3c(=O)n2-c2ccc(OC)cc2)CCCCC4)CC1	6.0	-10.5	6.6	-1.4	8.3	1.2	-2.4	1.9	-1.7	4.2
COc1ccncc1-c1ccc(C2=CC(=O)CC(C)(C)C2=O)cc1	-0.2	0.8	-3.3	2.2	8.7	-4.5	-1.0	0.3	6.4	-10.6
COc1ccc(-n2ccnc2SCC(=O)NCc2ccco2)c(OC)c1	-1.1	3.9	2.7	0.0	-1.7	-0.6	-7.7	0.6	-1.0	0.7
CC(C)c1c(O)nc(SCC(=O)Nc2ccc3c(c2)CCC3)[nH]c1=O	-2.4	-0.3	-6.0	6.6	-3.2	-9.4	7.2	2.2	2.9	-0.7
O=C(NCCN1CCC(n2c(=O)[nH]c3ccccc32)CC1)c1ccc(Cl)cc1Cl	17.2	-6.1	-2.3	-1.6	15.6	5.0	4.4	2.6	-0.1	/
COc1ccccc1NC(=O)COC(=O)c1c[nH]c2ccccc12	-11.2	1.9	-3.9	4.4	-8.0	3.3	2.6	-1.6	0.1	-22.9
